Compound activity (PubChem)
proCasp3 act: activates human procaspase-3 | recombinant procaspase-3 D3A, Ac-DEVD-pNA absorbance 405 nm | activation, % at 8.5 µM | 330,000 tested, 0.11% active | AID 463141;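 active means activation above the mean of all tested compounds plus 3 SD, cut at about 21% in these data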;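 further: 0% = DMSO alone and 100% = DMSO wells spiked with extra 5 µM PC-3 D3A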
Target sequence (P42574 whole entry D9A/D28A/D175A): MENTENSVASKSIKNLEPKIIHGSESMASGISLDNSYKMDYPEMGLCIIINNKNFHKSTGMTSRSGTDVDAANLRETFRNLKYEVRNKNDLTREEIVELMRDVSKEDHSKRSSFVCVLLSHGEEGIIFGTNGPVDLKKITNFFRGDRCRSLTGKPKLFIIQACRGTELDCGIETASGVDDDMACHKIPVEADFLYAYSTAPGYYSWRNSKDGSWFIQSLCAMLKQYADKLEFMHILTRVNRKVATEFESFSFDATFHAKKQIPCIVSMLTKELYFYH
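assay system = Procaspase-3 D3A mutant | signal = absorbance at 405 nm, 0 and 120 min | times = 1 h preincubation plus 2 h reaction at 25 °C | repeats = single replicate | read-out = % activation between DMSO and enzyme-spiked controls | medium = Zinc-free HEPES saline buffer with Triton X-100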
proCasp7 act: counter-screen: procaspase-7 (human) activation | recombinant procaspase-7, Ac-DEVD-pNA absorbance 405 nm; D23A/D198A/D206A triple mutant, cannot self-cleave; scale: DMSO 0, 5 µM enzyme 100 | activation, % at 8.5 µM | 330,000 tested, 0.093% active;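 active means percent activation above the screen-wide mean plus 3 SD, cut at about 25% in these data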
Target sequence (P55210 whole entry D23A/D198A/D206A): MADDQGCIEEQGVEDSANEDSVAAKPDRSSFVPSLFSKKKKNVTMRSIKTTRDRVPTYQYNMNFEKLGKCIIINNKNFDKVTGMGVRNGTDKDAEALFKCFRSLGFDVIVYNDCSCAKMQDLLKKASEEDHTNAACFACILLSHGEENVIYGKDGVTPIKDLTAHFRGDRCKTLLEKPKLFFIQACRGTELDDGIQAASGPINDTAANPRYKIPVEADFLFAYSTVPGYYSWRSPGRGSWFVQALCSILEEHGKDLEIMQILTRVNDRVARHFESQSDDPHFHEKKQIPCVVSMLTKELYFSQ
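buffer or medium = Zinc-free HEPES/NaCl buffer, pH 7.4 | material = Procaspase-7 triple mutant (PC-7 D3A) | input = 2 µM procaspase-7 mutant as dispensed | signal = Epi-absorbance of released pNA at 405 nm, two timepoints | timing = 1 h preincubation, 2 h reaction | replicates = singlicate compound testing | evaluation = % activation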
AHR activator: activators of human aryl hydrocarbon receptor | P35869 | AHR-responsive luciferase reporter cells, luminescence | activation, % at 5 µM | 320,000 tested, 2.5% active; in the data active means activation above about 47%;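 further: 0% = vehicle wells and 100% = reference agonist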
MEP2 TOR yeast: alters MEP2-GFP fluorescence in TOR pathway yeast screen; 330,000 tested, 0.51% active; GFP response vs DMSO, % at 10 µM; AID 2016; S. cerevisiae MEP2-GFP strain, flow cytometry GFP, 3 h; 100% = DMSO control level;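 active means GFP response versus DMSO above a set limit, roughly screen mean plus 3 SD, cut at about 180% in these data; inconclusive means fewer than 70 cells counted for a yeast strain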;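 further: median GFP fluorescence of the barcode-gated MEP2-GFP cells per well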
LAP4 TOR yeast: yeast TOR pathway LAP4-GFP modulation; S. cerevisiae LAP4-GFP multiplex, flow cytometry GFP, 3 h; median GFP as percent of DMSO wells; GFP response vs DMSO, % at 10 µM; 320,000 tested, 0.34% active; AID 2023;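 active means GFP response vs DMSO above a set limit, about the screen mean plus 3 SD, cut at about 150% in these data; inconclusive means under 70 cell events counted for the yeast strain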
AGP1-GFP MLPCN: yeast TOR pathway AGP1-GFP modulation. S. cerevisiae AGP1-GFP multiplex flow cytometry, 3 h; GFP as percent of DMSO wells. GFP response vs DMSO, % at 10 µM. 320,000 tested, 0.02% active;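 active means GFP response relative to DMSO above a set limit, near screen average plus 3 SD, cut at about 150% in these data; inconclusive means fewer than 70 cells counted for the yeast strain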;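 further: median GFP channel fluorescence of the gated AGP1 strain per well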
RPL19A TOR yeast: yeast TOR pathway RPL19A-GFP modulation; 330,000 tested, 0.3% active; S. cerevisiae RPL19A-GFP strain, flow cytometry, 3 h; active compounds read low; percent response vs DMSO, % at 10 µM;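 active means percent response vs DMSO below 50%; inconclusive means fewer than 70 events counted for the yeast strain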;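 further: median channel GFP fluorescence of the barcoded RPL19A-GFP strain; ratio of sample median GFP to plate DMSO average so 100% = DMSO; lower means less RPL19A-GFP as with rapamycin TOR inhibition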
CIT2-GFP yeast: yeast TOR pathway CIT2-GFP modulation; S. cerevisiae CIT2-GFP strain, flow cytometry, 3 h; 100 means same as DMSO wells; GFP response vs DMSO, % at 10 µM; 320,000 tested, 0.065% active;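 active means GFP response relative to DMSO above a set limit, near the screen mean plus 3 SD, cut at about 150% in these data; inconclusive means Fewer than 70 cells measured for a yeast strain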;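 further: ratio of well median GFP fluorescence to mean of DMSO wells on the plate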
The depositor's hits bear a star; [ ] = dose if it differs, or a comment.

The opening 4 entries as a preview:
`O=c1c2ccccc2nc(CSc2nnnn2-c2ccccc2)n1-c1ccccc1` gave proCasp3 act -10, proCasp7 act -3, AHR activator 4, MEP2 TOR yeast 95, LAP4 TOR yeast 84, AGP1-GFP MLPCN 95, RPL19A TOR yeast 100 and CIT2-GFP yeast 92.
`Clc1ccc(N2CCN(Cc3ccco3)CC2)cc1` gave proCasp3 act 5, proCasp7 act 1, AHR activator -1, MEP2 TOR yeast 108, LAP4 TOR yeast 89, AGP1-GFP MLPCN 101, RPL19A TOR yeast 102 and CIT2-GFP yeast 111.
CC1CN(C(=O)COC(=O)c2ccc(O)cc2)CC(C)O1 (configuration not stated) was read as proCasp3 act 6, proCasp7 act 0, AHR activator 1, MEP2 TOR yeast inconclusive, LAP4 TOR yeast 63[may fluoresce violet], AGP1-GFP MLPCN inconclusive, RPL19A TOR yeast 23*[may fluoresce violet] and CIT2-GFP yeast inconclusive.
Screening Cn1ncc(Cl)c1C(=O)N1CCN(c2ccc(F)cc2)CC1 returned proCasp3 act 2, proCasp7 act 10, AHR activator 1, MEP2 TOR yeast 105, LAP4 TOR yeast 97, AGP1-GFP MLPCN 96, RPL19A TOR yeast 100 and CIT2-GFP yeast 95.

The listing, previewed entries included:
`O=c1c2ccccc2nc(CSc2nnnn2-c2ccccc2)n1-c1ccccc1` gave proCasp3 act -10, proCasp7 act -3, AHR activator 4, MEP2 TOR yeast 95, LAP4 TOR yeast 84, AGP1-GFP MLPCN 95, RPL19A TOR yeast 100 and CIT2-GFP yeast 92.
`Clc1ccc(N2CCN(Cc3ccco3)CC2)cc1` gave proCasp3 act 5, proCasp7 act 1, AHR activator -1, MEP2 TOR yeast 108, LAP4 TOR yeast 89, AGP1-GFP MLPCN 101, RPL19A TOR yeast 102 and CIT2-GFP yeast 111.
CC1CN(C(=O)COC(=O)c2ccc(O)cc2)CC(C)O1 (configuration not stated) was read as proCasp3 act 6, proCasp7 act 0, AHR activator 1, MEP2 TOR yeast inconclusive, LAP4 TOR yeast 63[may fluoresce violet], AGP1-GFP MLPCN inconclusive, RPL19A TOR yeast 23*[may fluoresce violet] and CIT2-GFP yeast inconclusive.
Screening Cn1ncc(Cl)c1C(=O)N1CCN(c2ccc(F)cc2)CC1 returned proCasp3 act 2, proCasp7 act 10, AHR activator 1, MEP2 TOR yeast 105, LAP4 TOR yeast 97, AGP1-GFP MLPCN 96, RPL19A TOR yeast 100 and CIT2-GFP yeast 95.
For CCc1ccc(-c2cn(C3CCCCC3)c(=S)[nH]2)cc1 the results were proCasp3 act -9, proCasp7 act 3, AHR activator 63*, MEP2 TOR yeast 91, LAP4 TOR yeast 107, AGP1-GFP MLPCN 97, RPL19A TOR yeast 96 and CIT2-GFP yeast 89.
Screening Cc1cc(NC(=O)c2ccc(Br)cc2)nc(C)n1 returned proCasp3 act -2, proCasp7 act 2, AHR activator -6, MEP2 TOR yeast 98, LAP4 TOR yeast 97, AGP1-GFP MLPCN 100, RPL19A TOR yeast 104 and CIT2-GFP yeast 101.
Screening COc1ccc(OCCOC(=O)CNC(=O)c2cccc(C)c2)cc1 returned proCasp3 act 1, proCasp7 act -9, AHR activator 3, MEP2 TOR yeast 96, LAP4 TOR yeast 105, AGP1-GFP MLPCN 88, RPL19A TOR yeast 88 and CIT2-GFP yeast 74.
Screening CN1CCN(C(=S)NC(=O)c2cccc([N+](=O)[O-])c2)CC1 returned proCasp3 act -10, proCasp7 act -11, AHR activator -6, MEP2 TOR yeast 97, LAP4 TOR yeast 100, AGP1-GFP MLPCN 107, RPL19A TOR yeast 106 and CIT2-GFP yeast 103.
`c1ccc(Oc2cccc(OCCn3cncn3)c2)cc1` gave proCasp3 act 1, proCasp7 act -3, AHR activator 0, MEP2 TOR yeast 106, LAP4 TOR yeast 104, AGP1-GFP MLPCN 104, RPL19A TOR yeast 105 and CIT2-GFP yeast 107.
Screening C=CCn1cc(C(=O)NCc2ccco2)c(=O)c2cc(S(=O)(=O)N3CCCCCC3)ccc21 returned proCasp3 act -10, proCasp7 act -4, AHR activator -6, MEP2 TOR yeast 111, LAP4 TOR yeast 109, AGP1-GFP MLPCN 110, RPL19A TOR yeast 101 and CIT2-GFP yeast 95.
`O=C(O)/C=C/c1ccc(S(=O)(=O)NCc2ccco2)cc1` gave proCasp3 act 3, proCasp7 act 12, AHR activator 1, MEP2 TOR yeast 115, LAP4 TOR yeast 93, AGP1-GFP MLPCN 102 and RPL19A TOR yeast 92.
`CC(C)CN(C(=O)COC(=O)COc1ccc2c(c1)CCC2)c1c(N)n(Cc2ccccc2)c(=O)[nH]c1=O` gave proCasp3 act 19, proCasp7 act 2, AHR activator -2, MEP2 TOR yeast 103, LAP4 TOR yeast 99, AGP1-GFP MLPCN 105, RPL19A TOR yeast 98 and CIT2-GFP yeast 98.
For CCc1ccccc1NC(=O)CN1CCN(CC(=O)Nc2ccc(-c3ccccc3)cc2)CC1 the results were proCasp3 act 2, proCasp7 act 7, AHR activator 0, MEP2 TOR yeast 103, LAP4 TOR yeast 97, AGP1-GFP MLPCN 93, RPL19A TOR yeast 100 and CIT2-GFP yeast 101.
`CC(Oc1cccc(Cl)c1)C(=O)Nc1ccccc1N1CCCCC1` (configuration not stated) gave proCasp3 act 9, proCasp7 act -2, AHR activator 5, MEP2 TOR yeast 92, LAP4 TOR yeast 91, AGP1-GFP MLPCN 91, RPL19A TOR yeast 88 and CIT2-GFP yeast 88.
For O=CN1Cc2[nH]c3ccccc3c2N(c2ccc(Cl)cc2)C1=O the results were proCasp3 act -2, proCasp7 act 2, AHR activator 65*, MEP2 TOR yeast 98, LAP4 TOR yeast 87, AGP1-GFP MLPCN 96, RPL19A TOR yeast 95 and CIT2-GFP yeast 98.
Screening CCn1c(SCC(=O)NNC(=O)c2ccc(OC)cc2)nnc1C1CC1 returned proCasp3 act 7, proCasp7 act 1, AHR activator 2, MEP2 TOR yeast 97, LAP4 TOR yeast 86, AGP1-GFP MLPCN 99, RPL19A TOR yeast 103 and CIT2-GFP yeast 95.
For CC1(C)Cc2ccccc2C(NNC(=O)c2ccccn2)=N1 the results were proCasp3 act 7, proCasp7 act 6, AHR activator -1, MEP2 TOR yeast 99, LAP4 TOR yeast 95, AGP1-GFP MLPCN 92, RPL19A TOR yeast 94 and CIT2-GFP yeast 90.
For Cc1cc(C)c(C)c(S(=O)(=O)Nc2cccc(-n3cnnn3)c2)c1C the results were proCasp3 act 3, proCasp7 act -1, AHR activator 12, MEP2 TOR yeast 112, LAP4 TOR yeast 106, AGP1-GFP MLPCN 109, RPL19A TOR yeast 102 and CIT2-GFP yeast 108.
Screening CCOc1ccc(-c2c(=O)n(O)c3ccccc3[n+]2[O-])cc1 returned proCasp3 act -13, proCasp7 act -17, AHR activator 4, MEP2 TOR yeast 87, LAP4 TOR yeast 98, AGP1-GFP MLPCN 88, RPL19A TOR yeast 99 and CIT2-GFP yeast 86.
Screening CCCCNC(=O)Nc1ccc(Br)cn1 returned proCasp3 act -1, proCasp7 act 5, AHR activator 52*, MEP2 TOR yeast 131, LAP4 TOR yeast 99, AGP1-GFP MLPCN 36, RPL19A TOR yeast 74 and CIT2-GFP yeast 110.
Screening Cc1cc2c(cc1C)CSC(c1c(O)ccc3ccccc13)SC2 returned proCasp3 act -4, proCasp7 act 5, AHR activator 9, MEP2 TOR yeast 232*[may fluoresce violet], LAP4 TOR yeast 71[may fluoresce violet], AGP1-GFP MLPCN inconclusive, RPL19A TOR yeast 62[may fluoresce violet] and CIT2-GFP yeast inconclusive.
For Brc1cc2c(cc1-c1nc3ccccc3s1)OCO2 the results were proCasp3 act 4, proCasp7 act -4, AHR activator 53*, MEP2 TOR yeast 103, LAP4 TOR yeast 95, AGP1-GFP MLPCN 94, RPL19A TOR yeast 101 and CIT2-GFP yeast 109.
O=C(NC(=S)NCc1ccccc1)c1ccccc1Br was read as proCasp3 act -4, proCasp7 act 0, AHR activator 0, MEP2 TOR yeast 98, LAP4 TOR yeast 98, AGP1-GFP MLPCN 99, RPL19A TOR yeast 103 and CIT2-GFP yeast 102.
`Cn1c(=O)c2cc(S(=O)(=O)NC(C(=O)Nc3cccc(F)c3)c3ccccc3)ccc2n(C)c1=O` (configuration not stated) gave proCasp3 act -1, proCasp7 act -2, AHR activator 3, MEP2 TOR yeast 108, LAP4 TOR yeast 108, AGP1-GFP MLPCN 106, RPL19A TOR yeast 100 and CIT2-GFP yeast 99.
Screening CC(=O)Nc1ccc(S(=O)(=O)N2CCCC(C(=O)N3CCN(c4ccccc4)CC3)C2)cc1 (configuration not stated) returned proCasp3 act 9, proCasp7 act 4, AHR activator 0, MEP2 TOR yeast 101, LAP4 TOR yeast 99, AGP1-GFP MLPCN 101, RPL19A TOR yeast 102 and CIT2-GFP yeast 109.
`COc1ccc(-c2cc(C(=O)NCCCN3CCCC3=O)c3ccccc3n2)cc1` gave proCasp3 act 8, proCasp7 act 0, AHR activator 7, MEP2 TOR yeast 102, LAP4 TOR yeast 104, AGP1-GFP MLPCN 107, RPL19A TOR yeast 99 and CIT2-GFP yeast 101.
Screening CC1=C(C(=O)Nc2cccc(C(=O)N3CCC(C(N)=O)CC3)c2)SCCO1 returned proCasp3 act 8, proCasp7 act -9, AHR activator 4, MEP2 TOR yeast 99, LAP4 TOR yeast 99, AGP1-GFP MLPCN 98, RPL19A TOR yeast 96 and CIT2-GFP yeast 100.
`COc1ccc(OC)c(-c2csc(NC(=O)Cc3cccs3)n2)c1` gave proCasp3 act 5, proCasp7 act 0, AHR activator -6, MEP2 TOR yeast 98, LAP4 TOR yeast 119, AGP1-GFP MLPCN 100, RPL19A TOR yeast 100 and CIT2-GFP yeast 103.
For COC(=O)c1ccc(C(NC(=O)OCc2ccccc2)/C(C)=C/[C@@H](C)C(=O)NCc2ccc(-c3ccccc3)cc2)cc1 (some centres not stated) the results were proCasp3 act -8, proCasp7 act 8, AHR activator 2, MEP2 TOR yeast 92, LAP4 TOR yeast 107, AGP1-GFP MLPCN 92, RPL19A TOR yeast 100 and CIT2-GFP yeast 92.
For COc1ccccc1N(Cc1cc(=O)[nH]c2ccccc12)C(=O)c1ccc([N+](=O)[O-])cc1 the results were proCasp3 act 4, proCasp7 act 5, AHR activator 4, MEP2 TOR yeast 96, LAP4 TOR yeast 94, AGP1-GFP MLPCN 95, RPL19A TOR yeast 98 and CIT2-GFP yeast 83.
`Cc1nn(-c2ccccc2)c(N2CCCC2)c1/C=N/NC(=O)c1ccccc1O` gave proCasp3 act 6, proCasp7 act 8, AHR activator 34, MEP2 TOR yeast 101, LAP4 TOR yeast 107, AGP1-GFP MLPCN 98, RPL19A TOR yeast 103 and CIT2-GFP yeast 97.
N#CC1(NC(=O)COC(=O)c2nc(Cl)c(Cl)c(N)c2Cl)CCCCC1 was read as proCasp3 act 2, proCasp7 act 2, AHR activator 12, MEP2 TOR yeast 106, LAP4 TOR yeast 114, AGP1-GFP MLPCN 120, RPL19A TOR yeast 106 and CIT2-GFP yeast 118.
